DRD3 antagonist = blocks the human D3 dopamine receptor; P35462; D3R cells, DiscoveRx beta-arrestin luminescence, antagonist mode; active compounds read low; max response, negative = inhibition, %; hit rate 2.5% among 360,000; in the data active = max response below about -50%; inconclusive = no clear call, values can overlap the other calls; also: % is scaled to controls: 0 for no effect and ±100 for the full control effect; mostly tested at two doses, the higher about 12 µM
Target sequence (P35462 whole entry, looked up): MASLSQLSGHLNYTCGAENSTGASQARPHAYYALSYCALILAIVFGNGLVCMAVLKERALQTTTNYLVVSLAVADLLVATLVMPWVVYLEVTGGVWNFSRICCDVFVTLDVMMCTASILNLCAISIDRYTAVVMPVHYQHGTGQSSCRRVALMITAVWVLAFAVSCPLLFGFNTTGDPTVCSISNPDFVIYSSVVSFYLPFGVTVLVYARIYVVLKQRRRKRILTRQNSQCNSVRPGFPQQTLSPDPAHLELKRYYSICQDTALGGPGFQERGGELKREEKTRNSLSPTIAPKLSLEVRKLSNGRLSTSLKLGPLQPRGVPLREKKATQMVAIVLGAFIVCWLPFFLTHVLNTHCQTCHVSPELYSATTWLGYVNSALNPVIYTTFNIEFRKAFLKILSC
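Cells plated overnight at 1500 cells/well, then exposed to library compounds with dopamine controls for 90 minutes at 37 degrees C. DiscoveRx reagent added for 30–60 minutes at room temperature; luminescence read, quantitative HTS format.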
EPAC2 agonist = EPAC2 (human) agonism. Q8WZA2. EPAC2 activation, biochemical qHTS; response scale: 100% = 6.5 mM cAMP response. Potency, µM (doses to about 154 µM), inactives show top-dose activation, hits mostly activators. hit rate 0.079% among 360,000. AID 720711; also: potency is read from the fitted curve at half-maximal effect; nearly all actives have a fitted effect of over 50% in size
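In this primary screen, activation is scored as increased exchange of BODIPY-GDP from Rap1B by 100 nM EPAC2, with 50 uM GDP as competitor. Signal is normalized to the 6.5 mM cAMP agonist control.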
TDP-43 yeast inh = inhibitors of TDP-43 toxicity in yeast; TDP-43 expressing yeast growth rescue, BacTiter-Glo, 24 h; hit rate 1.8% among 410,000; AID 652104; Potency, µM (highest dose often 46.1 µM), without a hit: at the highest dose growth rescue (activation), most hits filed as activators; also: potency is read from the fitted curve at half-maximal effect; % of control where 0% means no effect; nearly all actives have a fitted effect of over 50% in size
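Readout is BacTiter-Glo luminescence of cell growth, so inhibitors register as activators. TDP-43-expressing yeast at OD600=0.02 in galactose medium, after raffinose pregrowth to mid-log, were incubated with compound for 24 hr at 30 deg C.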
EPAC2 antagonist = antagonists of human EPAC2; Q8WZA2; hit rate 0.18% among 360,000; AID 720708; EPAC2 GEF exchange of Rap1B-BODIPY-GDP, fluorescence; Potency, µM (top dose mostly 114 µM), without a hit: top-dose activity, negative = inhibition, hits mostly inhibitors; also: potency is read from the fitted curve at half-maximal effect; % is scaled to controls: 0 for no effect and ±100 for the full control effect; nearly all actives have a fitted effect of over 45% in size; many of its hits are not listed in these tables
aSyn yeast inh = rescues yeast growth from alpha-synuclein toxicity. Yeast expressing alpha-synuclein, growth rescue, BacTiter-Glo, 24 h. Potency, µM (titrated, usually from 46.1 µM), inactives show at the top dose growth rescue (activation), most hits filed as activators. hit rate 0.14% among 370,000; also: potency is read from the fitted curve at half-maximal effect; % of control where 0% means no effect; nearly all actives have a fitted effect of over 65% in size
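Galactose-induced alpha-syn yeast (OD600=0.02, raffinose-pregrown) + pinned cpd, 24 hr, 30 deg C; growth by BacTiter-Glo luminescence. Growth restoration scores as activation.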
FUS suppressor = suppressors of FUS proteinopathy in yeast; hit rate 0.24% among 390,000; AID 1347120; Potency, µM (series often up to 76.6 µM), for inactives: top-dose growth rescue (activation), most hits filed as activators; S. cerevisiae FUS-expressing, growth rescue, OD600, 24 h;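 also: potency is read from the fitted curve at half-maximal effect; plate controls were DMSO vehicle for no effect and reference control for full effect; nearly all actives have a fitted effect of over 55% in size; some results filed as inactive show a strong effect at the top dose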
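Yeast expressing FUS under galactose induction, OD 0.005 in 2% galactose medium; compounds in a dilution series, 24 h at 30C. Growth rescue by absorbance at 600 nm; CP55940 positive control, DMSO negative.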
Abeta yeast res = restores growth of yeast expressing A-beta42 peptide; yeast expressing A-beta42, growth rescue, OD600, 48 h; response scale: 0% DMSO, 100% iron-clioquinol control; Potency, µM (highest dose often 46.1 µM), without a hit: at the top dose growth rescue, usual class: activators; hit rate 0.063% among 410,000; also: potency is read from the fitted curve at half-maximal effect; nearly all actives have a fitted effect of over 55% in size
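Growth rescue measured by 600 nm absorbance after 48 h yeast culture at 30 C with compound. Values normalized between DMSO and an equimolar ferric chloride plus clioquinol control.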
D3 ag = D3 dopamine receptor (human) agonism; P35462; D3R DiscoveRx beta-arrestin cells, luminescence, 90 min; max activation, %; hit rate 0.58% among 410,000; AID 652048; in the data active = max activation above about 30%; also: 0% is about no effect; mostly tested at two doses, the higher about 12 µM
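Agonist mode: compounds and dopamine controls were applied to plated cells for 90 min at 37 degrees C after an overnight attachment at 1500 cells/well. Luminescent read-out followed 30 - 60 minutes at room temperature with DiscoveRx detection reagent.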
* marks the source's active call; other numbers are inactive results; ? = inconclusive; . = not tested or not shown; & = joins results of further samples; [ ] = another dose, or the depositor's remark. Unless noted, calls follow the shape of the dose curve; as a rule, active = well fitted curve in the direction sought with a large enough effect; inconclusive = small, poorly fitted or top-dose-only effect, or another doubt; inactive = no such curve, though single readings can be large; an effect the other way counts as inactive or inconclusive. A portion of the library; count on the stated rates, not on these rows.

SMILES	DRD3 antagonist	EPAC2 agonist	TDP-43 yeast inh	EPAC2 antagonist	aSyn yeast inh	FUS suppressor	Abeta yeast res	D3 ag
Cc1ccc(C(=O)NNC(=S)NC(=O)c2ccccc2)cc1	-21	6%	?	-7%	-32%[inhibitor]	22%	-10%	-6
O=[N+]([O-])c1ccc(OCCCOc2cccc3cccnc23)cc1	8	6%	29%	-5%	1%	-9%	4%	-5
COc1ccc(CNC(=O)NS(=O)(=O)c2ccc(C)cc2)cc1	0	9%	7%	14%	0%	-25%	6%	15
N#Cc1ccccc1NC(=O)CSc1ccc([N+](=O)[O-])cn1	-25	11%	-19%	1%	0%	3%	-2%	6
O=C(COc1ccccc1)N1CCN(c2ncnc3c2cnn3-c2ccccc2)CC1	0	7%	14µM*	4%	9%	19%	5%	2
COc1ccc2[nH]c3c(c2c1)CCN1C(=O)C(CC(=O)NC(C)(C)C)C[C@H](C(=O)N(C(C)C)C(C)C)[C@@]31C (stereo not given in full)	0	3%	23%	-1%	1%	33%	0%	8
O=C(Nc1ccc(C(F)(F)F)cc1Cl)c1ccc(Cn2cc(Br)cn2)o1	-75*	18%	?	-20%	4%	30%	-27%	-1
O=C1CN(C(=O)/C=C/c2ccc(Br)cc2)CCN1	5	10%	18%	16%	3%	25%	-11%	12
CCC(=O)N1c2ccccc2CC1C(=O)N1CCN(c2cccc(OC)c2)CC1 (stereo not given)	.	.	0%	.	.	2%	9%	-7
Cc1ccc(NC(=O)CSc2nnc(/N=C/N(C)C)s2)cc1	-3	16%	2%	8%	-1%	10%	0%	-6
CCOC(=O)c1c(C)oc2ncnc(Nc3ccc(OC)c(OC)c3)c12	.	.	10%	.	.	-25%	-15%	10
Cc1cccc(Nc2nnc(SCC(=O)N(C)C3CCS(=O)(=O)C3)s2)c1C (stereo not given)	3	11%	-11%	17%	2%	.	0%	2
CCn1c(=O)c2sccc2n2c(CCC(=O)Nc3ccc(OC)c(Cl)c3)nnc12	.	.	27%	.	.	-10%	1%	5
C/C(=N\NC(=O)c1c(Br)c(C)nn1C)c1cccc(NC(=O)C2CCC2)c1	-10	-8%	-7%	9%	-9%	-3%	-16%	-8
CCOCCCn1c(SCC(=O)Nc2ccc(OC)cc2OC)nc2ccccc2c1=O	.	.	-10%	.	.	4%	-12%	5
NC(=O)C(=O)N/N=C1\CCc2ccccc21	-14	6%	1%	2%	-1%	13%	31%	-2
COc1ccc(N/C=C/C(=O)c2cc(OC)c(OC)c(OC)c2)cc1	-12	4%	?	-9%	?	18%	15%	0
COc1ccc(F)cc1-c1cc(C(=O)N2CCc3ccccc3C2)[nH]n1	?	2%	10%	10%	-3%	-14%	1%	-13
Oc1ccccc1C1CCCCC1c1ccccc1 (stereo not given)	-11	11%	-91%[inhibitor]	-29%	-21%	16%	-86%[inhibitor]	-3
Cc1ccc(Cl)cc1NC(=O)C(=O)N/N=C/c1ccc2c(c1)OCO2	2	13%	12%	9%	-4%	-4%	-5%	5
CCOc1ccc(-c2nn(-c3ccc(F)cc3)c3c2cnc2ccc(F)cc23)cc1	.	.	0%	.	.	-3%	-5%	9
CCCc1cc(=O)[nH]c(SCC(=O)N2CCCC2=O)n1	7	4%	-18%	0%	0%	5%	4%	0
COC(=O)c1cc(OC)nc2c1c(=O)n(C)c(=O)n2C	-8	-1%	6%	-3%	1%	.	-12%	-2
CCOC(=O)Oc1ccc2c(c1)C(C)=CC(C)(C)N2C(=O)OCC	5	3%	-12%	-2%	15%	28%	25%	0
O=C(CN1C(=O)NC2(CCCCCC2)C1=O)Nc1ccc(S(=O)(=O)N2CCOCC2)cc1	-25	-53%[15.6 µM]	0%	-17%	-7%	13%	2%	1
O=C1OCCC1Sc1nc2ccccc2n1Cc1ccccc1 (stereo not given)	13	-2%	7%	-2%	6%	12%	13%	-4
COc1ccc(Nc2nc(C(=O)N3CCc4cc(OC)c(OC)cc4C3)cs2)cc1	5	25%	3%	-13%	-14%	44%	0%	2
O=C(CC1(C(F)(F)F)OCCO1)Nc1ccc2c(c1)OCO2	47	7%	2%	4%	0%	6%	5%	3
Cc1cc(C)nc(SCCCNCc2ccc(Br)cc2)n1	-95*	2%	7%	12%	8%	-19%	3%	-1
S=C(NCc1ccc(Cl)cc1)NC1CCN(Cc2ccccc2)CC1	-66*	5%	-10%	1%	1%	23%	-5%	-16
Cc1ccc(S(=O)(=O)N2CCC(=O)N(CCOCc3ccccc3C)CC2)cc1	0	-6%	19%	-6%	-1%	39%	-5%	0
Cc1cccc(NS(=O)(=O)c2ccc(C(C)(C)C)cc2)n1	6	7%	10%	-8%	-7%	-9%	2%	0
COCCN(C(=O)c1csnn1)C(C(=O)NC1CCCCC1)c1sccc1C (stereo not given)	-14	3%	-13%	-1%	1%	22%	-12%	-5
CC(=O)NC12CC3CC(C1)CC(C(=O)N(C)CC(=O)Nc1ccc(F)c(F)c1F)(C3)C2	-3	9%	14%	10%	0%	-26%	-14%	0
CC(C)CNC(=O)C(=O)Nc1ccc(N(C)C)cc1	2	8%	18%	2%	3%	-23%	-2%	7
COc1cc(NC(=S)NC(=O)c2cc(C)cc(C)c2)ccc1NC(=O)c1cccs1	?	13%	27%	-2%	-2%	30%	17%	-7
CCOC(=O)c1c(S(=O)(=O)NCC(=O)NCc2ccc(C)cc2)c(C)n(C)c1C	-17	1%	14%&2%	-11%	3%	9%&6%	-2%&-17%	5&-18
CCOC(=O)/C(=C\Nc1ccccc1C(F)(F)F)Sc1ncc(C(F)(F)F)cc1Cl	-3	-12%	11%	-17%	9%	-26%	25%	-2
CSc1ccc(/C=N/NC(=O)CN2CCN(Cc3ccccc3)CC2)cc1	9	9%	-8%	1%	1%	4%	-12%	-23
NC(=O)C1CCN(C(=O)c2cc3ccccc3cc2O)CC1	-17	3%	10%	0%	-6%	1%	-4%	-6
Cc1cc(C(=O)COC(=O)C2COc3ccccc3O2)c(C)n1CC1CCCO1 (stereo not given)	-4	11%	12%	0%	8%	24%	14%	2
COc1ccc(N2CCN(C(=O)CSc3ncn[nH]3)CC2)cc1	19	3%	12%	0%	3%	2%	15%	3
O=C1CC(=Nc2ccc([N+](=O)[O-])cc2)NN1c1c(Cl)cc(Cl)cc1Cl	?	17%	24%	5%	8%	-12%	5%	2
Cc1c(NC(=O)C(C)OC(=O)c2ccc(Cl)nc2)c(=O)n(-c2ccccc2)n1C (stereo not given)	3	-8%	26%	8%	3%	.	19%	-3
C1CN(c2nc(N3CCOCC3)nc(N3CCOCC3)n2)CCO1	8	3%	-6%	-4%	-3%	8%	5%	4
CCC(SC1=NCCS1)C(=O)Nc1ccc(S(N)(=O)=O)cc1 (stereo not given)	-22	6%	13%	-4%	-9%	.	-12%	-15
COc1ccc(S(=O)(=O)N2CCCCCC2)cc1C(=O)OCC(=O)NC(C)(C)C	2	6%	-9%	8%	-3%	28%	5%	39*
CSc1ccc(/C=N\NC(=O)CC(=O)NC(C)C)cc1	-6	6%	-15%	4%	-5%	-15%	-11%	-1
Cc1ccc(NC(=O)C2CCN(S(=O)(=O)c3cccs3)CC2)c(O)c1	22	0%	24%	0%	-3%	.	9%	20
COc1ccc(-c2cc(=O)[nH]c(NCc3ccccc3)n2)cc1	-8	5%	0%	-2%	1%	12%	12%	-19
Cc1c(Cl)cccc1NC(=O)CCN1CCCCC1	-58*	1%	14%	0%	7%	-16%	8%	-4
CC(=O)NNC(=O)CC(=O)Nc1nc(C23CC4CC(CC(C4)C2)C3)cs1	-15	-6%	9%	-2%	-1%	-10%	1%	-10
COC(=O)C1=C(C)Nc2c(c(=O)n(C)c(=O)n2C)C1c1cccnc1 (stereo not given)	-10	-84%[15.6 µM]	-12%	12%	-4%	26%	15%	-12
O=C(O)CC/C(=N/NC(=O)c1cn(-c2ccccc2)nc1-c1ccccc1)C(=O)O	22	-9%	9%	8%[57.1 µM]	0%	24%	-24%	2
COc1ccc(N2CCN(c3nc4c(C)cccn4c(=O)c3/C=C(\C#N)C(N)=O)CC2)cc1	12	7%	2%	-8%	1%	40%	6%	2
CCOC(=O)CSc1nc2ccccc2c(=O)[nH]1	20	6%	39%	5%	0%	16%	5%	-2
C[C@H](CO)N1C[C@H](C)[C@@H](CN(C)S(=O)(=O)c2ccccc2)Oc2ccc(NC(=O)Nc3ccccc3)cc2C1=O	22	5%	19%	-5%	0%	?	7%	6
Cc1ccccc1C(=O)Nc1ccc2c(c1)C(=O)NC2=O	0	7%	4%	-2%	-6%	-23%	-6%	-12
CCN1C(=O)C(=O)N(CC(=O)Nc2ccccc2Oc2ccccc2)C1=O	-14	-2%	-12%	-13%	-3%	-6%	6%	4
C=CCn1c(CNC(=O)c2ccco2)nnc1SCC(=O)Nc1cccc(Br)c1	21	4%	-16%	3%	-2%	28%	-5%	-2

The last two records of the part above come first, to join the parts:
SMILES	DRD3 antagonist	EPAC2 agonist	TDP-43 yeast inh	EPAC2 antagonist	aSyn yeast inh	FUS suppressor	Abeta yeast res	D3 ag
CCN1C(=O)C(=O)N(CC(=O)Nc2ccccc2Oc2ccccc2)C1=O	-14	-2%	-12%	-13%	-3%	-6%	6%	4
C=CCn1c(CNC(=O)c2ccco2)nnc1SCC(=O)Nc1cccc(Br)c1	21	4%	-16%	3%	-2%	28%	-5%	-2
COc1ccc(C(=O)N2CCC(C(=O)Nc3ccc4c(c3)OCO4)CC2)cc1	-16	8%	-13%	5%	-12%	-21%	-5%	1
COc1ccc(-c2[nH]c3c(c2-c2c(-n4cccc4)n(C)c(=O)[nH]c2=O)c(=O)[nH]c(=O)n3C)cc1F	.	.	12%	.	.	0%	-14%	3
C=CCn1c(SCC(=O)Nc2ccc3c(c2)OCCO3)nc2cc(C(=O)O)ccc2c1=O	-22	8%	7%	-2%	-12%	20%	-7%	-9
O=P(CCN1CCCCC1)(c1ccccc1)c1ccccc1	-7	6%	-3%	-4%	0%	16%	-5%	-5
Cc1cccc(-c2nn(-c3ccccc3)cc2C(=O)NCC(c2cccs2)N2CCOCC2)c1 (stereo not given)	-1	7%	29%	-9%	7%	45%	13%	-14
Cn1c(=O)c2c(nc(NCCc3ccccc3)n2Cc2ccccc2)n(C)c1=O	4	5%	-5%	-7%	5%	6%	-7%	-1

Bioassay records from PubChem BioAssay.
